Screening results deposited in PubChem BioAssay by several laboratories.
Arr AP2 block – human beta-arrestin and AP2 interaction inhibition | FITC-arrestin peptide / GST-AP2 beads, flow cytometry; AP2 beta2 appendage carries R879A mutation | inhibition, % at 10 µM | 0.31% of 340,000 active | AID 504490;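 active = inhibition above a set limit, near 3 SD of compounds lacking own fluorescence, cut at about 54% in these data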;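 also: plate controls were DMSO wells for no effect and 5 µM unlabelled arrestin peptide for full effect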
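System: GST-AP2 R879A glutathione beads | Also added: FITC-arrestin peptide, 50 nM | Times: 12 min plus 1 h, RT | Signal: Bead flow cytometry, FITC channel | Buffer or medium: PBS with 0.05% Tween 20 and 0.1% BSA | Read-out basis: Percent drop in bead-associated FITC signal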
NSD2 inh – NSD2 (human) methyltransferase inhibition | NSD2 peptide methylation, AlphaScreen, 120 min | inhibition, % at 12.5 µM | O96028 | 0.54% of 310,000 active; in the data active = inhibition above about 50%
SR-BI DiI inh – inhibitors of mouse SR-BI mediated HDL lipid uptake. Q61009. ldlA[mSR-BI] CHO cells, DiI-HDL uptake fluorescence, 3 h. inhibition, % at 12.5 µM. 0.96% of 320,000 active. AID 488896;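 active = mean replicate inhibition of at least 70% and a set share of replicates each scoring 70 or more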;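 also: 0% = median of neutral control wells and 100% = median of positive control wells; values of inactives mirror those of a sister screen read the other way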
DAGLB inh – diacylglycerol lipase beta (human) inhibition; Q8NCG7; HEK293T DAGLB membrane lysate, EnzChek fluorogenic substrate; inhibition, % at 5.17 µM; 0.059% of 340,000 active; AID 504411; in the data active = inhibition above about 34%;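 also: 0% = enzyme with vehicle and 100% = wells lacking enzyme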
LANA DNA inh – KSHV C-LANA DNA binding inhibition; inhibition, % at 9 µM; MBP-C-LANA/FAM-LBS DNA binding, fluorescence polarization; 0.078% of 340,000 active; AID 504423;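 active = highest replicate inhibition at or above 60% at 9 µM, even if other replicates fall short; inactive = all replicates below 60% inhibition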;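 also: 0% = neutral control wells and 100% = 4 µM acridine orange control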
RTF Ca sens inh – cardiac RTF calcium desensitization; inhibition, % at 7.15 µM; P19429+P45379; IANBD-labeled cardiac RTF, Ca2+ fluorescence; 0.12% of 340,000 active;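 active = inhibition above the mean inhibition of all tested compounds plus 3 SD, cut at about 17% in these data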;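 also: assay run at fixed EC70 calcium of 1.6 mM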
SR-BI uptake up – SR-BI HDL lipid transfer activation; 0.096% of 320,000 active; AID 504775; activation, % at 12.5 µM; CHO ldlA[mSR-BI] cells, DiI-HDL uptake fluorescence, 3 h; 100 = double the neutral-control signal;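 active = mean replicate activation of at least 60% and every replicate at or above 60%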;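 also: 0% = median plate neutral-control signal and 100% = twice that signal; values of inactives mirror those of a sister screen read the other way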
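Test system: SR-BI-overexpressing, LDLR-lacking CHO cells; Also added: labelled HDL, 10 µg/mL; Measured by: bottom-read cell fluorescence after medium removal, ex 550/em 595 nm; Timing: 3 h uptake period with compound, 37 °C; Buffer or medium: F12, 0.5% BSA, 25 mM HEPES; Doses: single compound concentration, delivered by pin transfer.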
PKA-R2B activ – PKA-R2B complex activation; activation, % at 11.4 µM; 0.079% of 340,000 active; P22694+P31323; PKA-R2B holoenzyme dissociation, Cy5-IP20 fluorescence polarization; R2B truncated from residue 108, S112A mutant; 0% DMSO only, 100% 113 µM cGMP;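 active = activation above a cutoff set at the mean over all compounds plus 3 SD, cut at about 18% in these data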;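 also: higher means more holoenzyme dissociation and a rise in polarization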
Target sequence (P31323 whole entry, looked up, other chains not shown, the tested form may be a part): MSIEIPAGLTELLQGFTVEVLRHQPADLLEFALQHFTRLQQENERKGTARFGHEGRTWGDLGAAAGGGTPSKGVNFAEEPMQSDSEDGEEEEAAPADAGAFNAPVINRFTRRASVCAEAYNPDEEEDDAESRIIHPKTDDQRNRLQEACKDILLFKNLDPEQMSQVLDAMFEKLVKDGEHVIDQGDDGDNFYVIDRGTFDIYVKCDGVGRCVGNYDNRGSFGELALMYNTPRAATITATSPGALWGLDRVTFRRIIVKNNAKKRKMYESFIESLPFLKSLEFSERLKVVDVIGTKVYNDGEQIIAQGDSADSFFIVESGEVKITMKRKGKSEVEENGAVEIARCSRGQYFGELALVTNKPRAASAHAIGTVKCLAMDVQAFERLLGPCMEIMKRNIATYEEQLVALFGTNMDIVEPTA
PvdQ acylase – blocks Pseudomonas aeruginosa PvdQ acylase activity; purified PvdQ acylase, fluorescence plate reader; inhibition, % at 10 µM; 0.063% of 340,000 active; in the data active = inhibition above about 30%, passing the limit was not always enough;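 also: 0% = vehicle neutral wells and 100% = reference inhibitor wells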
Keap1 Nrf2 FP – inhibitors of human Keap1-Nrf2 protein-protein interaction; Q14145; Keap1 Kelch-Nrf2 peptide fluorescence polarization, 1536-well; inhibition, % at 9.4 µM; 0.15% of 340,000 active; in the data active = inhibition above about 12%;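 also: human Keap1 Kelch domain with fluorescein labeled Nrf2 9mer peptide probe; 0% = neutral control wells and 100% = peptide positive control; higher means more block of Keap1 binding to Nrf2 peptide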
Target sequence (Q14145 whole entry, looked up, the tested form may be a part): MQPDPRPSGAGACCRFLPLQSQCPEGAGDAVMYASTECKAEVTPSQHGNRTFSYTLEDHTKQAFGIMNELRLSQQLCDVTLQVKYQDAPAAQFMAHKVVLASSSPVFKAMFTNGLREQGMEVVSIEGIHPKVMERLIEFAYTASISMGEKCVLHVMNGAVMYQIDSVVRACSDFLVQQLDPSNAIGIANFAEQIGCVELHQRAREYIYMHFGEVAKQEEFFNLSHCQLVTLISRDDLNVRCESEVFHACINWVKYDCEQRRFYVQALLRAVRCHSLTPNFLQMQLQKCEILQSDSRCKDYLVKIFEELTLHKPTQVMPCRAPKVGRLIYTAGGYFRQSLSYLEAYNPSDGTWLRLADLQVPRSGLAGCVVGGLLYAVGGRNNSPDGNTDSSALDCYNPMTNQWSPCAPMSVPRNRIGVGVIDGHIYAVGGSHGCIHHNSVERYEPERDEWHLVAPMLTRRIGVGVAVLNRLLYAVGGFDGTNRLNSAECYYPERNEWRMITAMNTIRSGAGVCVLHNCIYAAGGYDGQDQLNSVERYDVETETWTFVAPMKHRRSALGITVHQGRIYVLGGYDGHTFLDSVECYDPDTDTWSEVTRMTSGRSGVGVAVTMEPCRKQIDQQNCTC
* marks the source's active call; other numbers are inactive results.

For O=C(Nc1ccccc1N1CCCC1)c1cc(S(=O)(=O)N2CCOCC2)ccc1Cl the results were Arr AP2 block 31.4, NSD2 inh 0.9, SR-BI DiI inh 29.5, DAGLB inh 2.1, LANA DNA inh -9.6, RTF Ca sens inh 0.1, SR-BI uptake up -29.5, PKA-R2B activ 4.7, PvdQ acylase 10.5 and Keap1 Nrf2 FP 0.7.
Screening CC(=O)OCC(=O)[C@@]1(O)CC[C@H]2[C@@H]3C[C@H](C)C4=CC(=O)C=C[C@]4(C)[C@H]3[C@@H](O)C[C@@]21C returned Arr AP2 block -14.9, SR-BI DiI inh 1.6, DAGLB inh 2.4, LANA DNA inh 0.9, RTF Ca sens inh 3.5, SR-BI uptake up -1.6, PKA-R2B activ 6.4, PvdQ acylase -11.7 and Keap1 Nrf2 FP 0.1.
Screening CC[n+]1c(C)sc2c3ccsc3ccc21 returned Arr AP2 block -11.2, NSD2 inh 1.4, SR-BI DiI inh -10.3, DAGLB inh 1.9, LANA DNA inh 1.4, RTF Ca sens inh -1.8, SR-BI uptake up 10.3, PKA-R2B activ -9.6, PvdQ acylase -4.9 and Keap1 Nrf2 FP -5.8.
`O=C(c1ccc2c(c1)OCO2)N(CC1CCCO1)C1(C(=O)NC2CCCC2)CCCCC1` (centres undefined) gave Arr AP2 block -2.8, NSD2 inh 3.3, SR-BI DiI inh -19.2, DAGLB inh -3.4, LANA DNA inh 0.6, RTF Ca sens inh -8.0, SR-BI uptake up 19.2, PKA-R2B activ 3.2, PvdQ acylase -14.1 and Keap1 Nrf2 FP 3.0.
COc1ccc(-c2nnn(CC(=O)NCc3cccs3)n2)cc1OC was read as Arr AP2 block -15.0, NSD2 inh -0.2, SR-BI DiI inh 4.5, DAGLB inh -0.9, LANA DNA inh -0.4, RTF Ca sens inh -9.0, SR-BI uptake up -4.5, PKA-R2B activ 8.4, PvdQ acylase -15.2 and Keap1 Nrf2 FP -5.3.
O=C(COc1ccc2ccccc2c1Br)Nc1cccnc1 was read as Arr AP2 block 0.9, NSD2 inh -2.4, SR-BI DiI inh 1.4, DAGLB inh -0.6, LANA DNA inh -0.8, RTF Ca sens inh 2.0, SR-BI uptake up -1.4, PKA-R2B activ -10.5, PvdQ acylase -16.7 and Keap1 Nrf2 FP -7.3.
COc1ccccc1N1CCN(C/C(C)=C/c2ccccc2)CC1 was read as Arr AP2 block 12.3, NSD2 inh -0.9, SR-BI DiI inh 9.5, DAGLB inh -14.4, LANA DNA inh 1.0, RTF Ca sens inh -5.6, SR-BI uptake up -9.5, PKA-R2B activ 7.5, PvdQ acylase 7.9 and Keap1 Nrf2 FP -2.6.
O=C1CCCN1CCCN1C(=O)N[C@@H](Cc2ccccc2)C1=O was read as Arr AP2 block -1.8, NSD2 inh -13.4, SR-BI DiI inh 2.4, DAGLB inh -0.7, LANA DNA inh 0.2, RTF Ca sens inh -6.3, SR-BI uptake up -2.4, PKA-R2B activ -6.2, PvdQ acylase -12.8 and Keap1 Nrf2 FP 0.7.
`CCOC(=O)CN(C(=O)CNC(=O)c1ccco1)C(C(=O)NC1CCCC1)c1ccccc1OCC` (centres undefined) gave Arr AP2 block -10.1, NSD2 inh -1.2, SR-BI DiI inh -9.9, DAGLB inh 0.9, LANA DNA inh 0.9, RTF Ca sens inh -14.1, SR-BI uptake up 9.9, PKA-R2B activ 1.2, PvdQ acylase -9.7 and Keap1 Nrf2 FP -0.8.
Screening C/C(=N\N)c1c(-c2ccccc2)c2cc(Br)ccc2[nH]c1=O returned Arr AP2 block 3.3, NSD2 inh 2.3, SR-BI DiI inh -5.8, DAGLB inh -1.2, LANA DNA inh 0.0, RTF Ca sens inh -3.2, SR-BI uptake up 5.8, PKA-R2B activ -6.4, PvdQ acylase 6.8 and Keap1 Nrf2 FP -0.3.
Screening CCC(NS(=O)(=O)c1ccc(OC)cc1)C(=O)O (centres undefined) returned Arr AP2 block 3.9, NSD2 inh 0.2, SR-BI DiI inh -8.6, DAGLB inh -0.2, LANA DNA inh 0.7, RTF Ca sens inh 3.5, SR-BI uptake up 8.6, PKA-R2B activ 2.2, PvdQ acylase -21.2 and Keap1 Nrf2 FP -3.7.
For Cc1c(C(=O)O)oc2ccc(S(=O)(=O)NCCC3=CCCCC3)cc12 the results were Arr AP2 block 15.4, NSD2 inh 1.5, SR-BI DiI inh 38.4, DAGLB inh 5.8, LANA DNA inh 1.3, RTF Ca sens inh -6.9, SR-BI uptake up -38.4, PKA-R2B activ 0.8, PvdQ acylase -6.7 and Keap1 Nrf2 FP -0.1.
O=S(=O)(Nc1cccc(-n2cnnn2)c1)c1cc(Br)ccc1Br was read as Arr AP2 block 22.3, NSD2 inh 8.4, SR-BI DiI inh -23.4, DAGLB inh 6.8, LANA DNA inh -0.3, RTF Ca sens inh -13.1, SR-BI uptake up 23.4, PKA-R2B activ 2.5, PvdQ acylase -4.2 and Keap1 Nrf2 FP 0.4.
For COc1ccccc1CNC(=O)CCS(=O)(=O)c1ccc2c(c1)CCN2C(C)=O the results were Arr AP2 block -9.7, NSD2 inh 0.1, SR-BI DiI inh -1.5, DAGLB inh -1.5, LANA DNA inh -1.2, RTF Ca sens inh -9.8, SR-BI uptake up 1.5, PKA-R2B activ -6.0, PvdQ acylase -16.4 and Keap1 Nrf2 FP -6.0.
C#CCn1c(=NC(=O)CN2C(=O)CCC2=O)sc2cc(S(N)(=O)=O)ccc21 was read as Arr AP2 block 3.6, NSD2 inh 3.7, SR-BI DiI inh -4.1, DAGLB inh -1.3, LANA DNA inh 0.1, RTF Ca sens inh -16.3, SR-BI uptake up 4.1, PKA-R2B activ -10.0, PvdQ acylase 10.6 and Keap1 Nrf2 FP 3.4.
`CCOC(=O)N1CCN(S(=O)(=O)c2ccc(OC)cc2)CC1` gave Arr AP2 block 6.8, NSD2 inh 4.3, SR-BI DiI inh -6.9, DAGLB inh -2.6, LANA DNA inh 1.6, RTF Ca sens inh -4.1, SR-BI uptake up 6.9, PKA-R2B activ -2.0, PvdQ acylase -3.6 and Keap1 Nrf2 FP 1.1.
`COc1cccc(NC(=O)CC(=O)c2ccccc2)c1` gave Arr AP2 block 63.0*, NSD2 inh -1.7, SR-BI DiI inh 19.8, DAGLB inh 0.0, LANA DNA inh 1.7, RTF Ca sens inh -8.2, SR-BI uptake up -19.8, PKA-R2B activ -6.8, PvdQ acylase 5.9 and Keap1 Nrf2 FP -2.5.
O=C(Nc1nccs1)c1ccc(Cl)nc1 was read as Arr AP2 block -5.8, NSD2 inh -0.1, SR-BI DiI inh -5.4, DAGLB inh 0.8, LANA DNA inh 1.1, RTF Ca sens inh -4.6, SR-BI uptake up 5.4, PKA-R2B activ 3.7, PvdQ acylase -10.6 and Keap1 Nrf2 FP 5.1.
`CCn1c(SCC(=O)Nc2ccc3c(c2)OCCO3)nnc1C1CC1` gave Arr AP2 block 1.4, NSD2 inh 1.4, SR-BI DiI inh -18.8, DAGLB inh 0.9, LANA DNA inh 0.0, RTF Ca sens inh -14.2, SR-BI uptake up 18.8, PKA-R2B activ -7.5, PvdQ acylase -11.3 and Keap1 Nrf2 FP -1.6.
Screening CCOC(=O)C1CCN(C(=O)C2CCN(S(=O)(=O)c3cc(Cl)ccc3OCC)CC2)CC1 returned Arr AP2 block 7.2, NSD2 inh -2.1, SR-BI DiI inh 23.4, DAGLB inh 0.0, LANA DNA inh -1.0, RTF Ca sens inh -3.7, SR-BI uptake up -23.4, PKA-R2B activ -6.1, PvdQ acylase -7.7 and Keap1 Nrf2 FP -0.3.
Screening COCCNC(=O)COC(=O)c1cccnc1SC returned Arr AP2 block 6.5, NSD2 inh -7.5, SR-BI DiI inh -40.1, DAGLB inh 1.4, LANA DNA inh 3.2, RTF Ca sens inh -4.9, SR-BI uptake up 40.1, PKA-R2B activ -3.0, PvdQ acylase -15.7 and Keap1 Nrf2 FP 5.2.
Screening CCc1nnc(NC(=O)CSc2nnc(CNc3ccc(Cl)cc3)o2)s1 returned Arr AP2 block 25.3, SR-BI DiI inh -0.1, DAGLB inh 2.5, LANA DNA inh 2.9, RTF Ca sens inh 3.0, SR-BI uptake up 0.1, PKA-R2B activ 3.1, PvdQ acylase 1.5 and Keap1 Nrf2 FP -5.0.
COCCNCC#CCOc1ccc(OC)cc1 was read as Arr AP2 block -2.6, NSD2 inh -1.6, SR-BI DiI inh 10.7, DAGLB inh -2.8, LANA DNA inh 0.6, RTF Ca sens inh -4.8, SR-BI uptake up -10.7, PKA-R2B activ -7.3, PvdQ acylase -16.2 and Keap1 Nrf2 FP 4.4.
Screening CCOC(=O)c1c(NC(=S)NC(=O)c2ccc(Cn3cc(Cl)cn3)o2)sc2c1CCCCC2 returned Arr AP2 block 3.8, NSD2 inh 0.0, SR-BI DiI inh 46.9, DAGLB inh -2.1, LANA DNA inh -0.4, RTF Ca sens inh -3.6, SR-BI uptake up -46.9, PKA-R2B activ -12.5, PvdQ acylase -7.6 and Keap1 Nrf2 FP -5.9.
CS(=O)(=O)c1sc(C(=O)NC(=O)Nc2cccc(C(F)(F)F)c2)c2c1C=CCC2 was read as Arr AP2 block -22.7, NSD2 inh -0.7, SR-BI DiI inh -22.1, DAGLB inh -1.9, LANA DNA inh -1.0, RTF Ca sens inh -5.3, SR-BI uptake up 22.1, PKA-R2B activ -2.7, PvdQ acylase -18.5 and Keap1 Nrf2 FP 1.0.
`CCC(C)(C)NC(=S)Nc1ccccc1C` gave Arr AP2 block -20.0, NSD2 inh -0.6, SR-BI DiI inh 5.6, DAGLB inh -1.5, LANA DNA inh -0.1, RTF Ca sens inh -0.1, SR-BI uptake up -5.6, PKA-R2B activ -9.2, PvdQ acylase -10.1 and Keap1 Nrf2 FP 1.1.
For CCOc1ccc(C(=O)N(C)C2CCS(=O)(=O)C2)cc1 (centres undefined) the results were Arr AP2 block -0.5, NSD2 inh -1.6, SR-BI DiI inh -29.3, DAGLB inh -4.2, LANA DNA inh -1.6, RTF Ca sens inh -4.0, SR-BI uptake up 29.3, PKA-R2B activ -8.0, PvdQ acylase -15.5 and Keap1 Nrf2 FP -4.9.
`CN(C)CCNC(=O)COc1cccc2c1OC(C)(C)C2` gave Arr AP2 block -0.5, NSD2 inh 0.1, SR-BI DiI inh -27.2, DAGLB inh -5.7, LANA DNA inh -0.9, RTF Ca sens inh 0.7, SR-BI uptake up 27.2, PKA-R2B activ -16.9, PvdQ acylase -15.9 and Keap1 Nrf2 FP -1.9.
`O=C1CC(c2ccc(O)c(O)c2)Oc2cc(O)cc(O)c21` (centres undefined) gave Arr AP2 block 14.2, SR-BI DiI inh 1.9, DAGLB inh 3.0, LANA DNA inh 2.8, RTF Ca sens inh -7.1, SR-BI uptake up -1.9, PKA-R2B activ -1.4, PvdQ acylase 5.8 and Keap1 Nrf2 FP -1.8.
